Keap1-Nrf2 PPI: disrupts human Keap1 binding to Nrf2 peptide. AID 504523. inhibition, % at 9.4 µM. Keap1 Kelch-Nrf2 peptide fluorescence polarization, 1536-well. 0.15% of 340,000 active. Q14145; in the data active = inhibition above about 12%;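 also: human Keap1 Kelch domain with fluorescein labeled Nrf2 9mer peptide probe; 0% = neutral control wells and 100% = peptide positive control; higher means more block of Keap1 binding to Nrf2 peptide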
Target sequence (Q14145 whole entry, looked up, the tested form may be a part): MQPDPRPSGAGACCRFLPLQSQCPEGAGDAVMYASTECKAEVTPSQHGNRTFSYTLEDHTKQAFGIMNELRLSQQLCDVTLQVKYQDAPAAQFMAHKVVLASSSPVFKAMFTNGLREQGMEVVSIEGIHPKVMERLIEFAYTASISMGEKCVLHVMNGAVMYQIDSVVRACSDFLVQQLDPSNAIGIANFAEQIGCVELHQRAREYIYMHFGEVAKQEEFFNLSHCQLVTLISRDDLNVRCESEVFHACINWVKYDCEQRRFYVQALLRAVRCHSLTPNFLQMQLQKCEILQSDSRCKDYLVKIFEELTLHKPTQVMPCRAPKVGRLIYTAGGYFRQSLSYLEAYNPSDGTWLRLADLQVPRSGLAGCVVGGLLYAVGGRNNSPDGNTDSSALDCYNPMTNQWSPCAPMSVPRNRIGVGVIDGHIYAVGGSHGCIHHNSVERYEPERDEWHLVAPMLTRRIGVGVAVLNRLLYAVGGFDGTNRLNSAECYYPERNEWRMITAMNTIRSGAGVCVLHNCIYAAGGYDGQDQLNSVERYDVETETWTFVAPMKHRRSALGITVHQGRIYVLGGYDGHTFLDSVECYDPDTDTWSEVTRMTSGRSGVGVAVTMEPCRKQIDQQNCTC
MOR-DOR inv ag: mu-delta opioid heterodimer inverse agonism | P35372+P41143 | cell-based MOR-DOR heterodimer luminescence | inhibition, % at 9.3 µM | 0.21% of 340,000 active | AID 504357; in the data active = inhibition above about 22%, passing the limit was not always enough;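 also: 0% = cells with DMSO and 100% = wells without cells with DMSO; values of inactives mirror those of a sister screen read the other way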
Pemphigus Ab inh: inhibitors of pemphigus antibody binding to human desmoglein-3 | P32926 | DSG3-coupled beads, scFv-anti-DSG3-GFP binding, flow cytometry; hits give low values | binding (percent of control), % at 10 µM | 0.48% of 310,000 active;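 active = binding more than 3 SD below its plate's average and above zero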;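 also: hits lower antibody fragment binding to DSG3; some compounds called inactive have numbers as strong as hits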
cardiac RTF act: cardiac RTF calcium sensitization; IANBD-labeled TnC RTF fluorescence at EC20 calcium; 0% EC20 calcium, 100% full calcium; activation, % at 7.2 µM; 0.24% of 340,000 active; AID 493008;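 active = activation above the mean over all tested compounds plus 3 SD, cut at about 30% in these data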;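 also: rise in fluorescence read as greater calcium sensitivity of cardiac thin filaments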
C-LANA FP: KSHV C-LANA DNA binding inhibition | MBP-C-LANA/FAM-LBS DNA binding, fluorescence polarization | inhibition, % at 9 µM | 0.078% of 340,000 active | AID 504423;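 active = highest replicate inhibition at or above 60% at 9 µM, even if other replicates fall short; inactive = all replicates below 60% inhibition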;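 also: 0% = neutral control wells and 100% = 4 µM acridine orange control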
Arrestin-AP2 inh: inhibitors of human beta-arrestin and AP2 interaction. FITC-arrestin peptide / GST-AP2 beads, flow cytometry; AP2 beta2 appendage carries R879A mutation. inhibition, % at 10 µM. 0.31% of 340,000 active;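 active = inhibition above a set limit, near 3 SD of compounds lacking own fluorescence, cut at about 54% in these data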;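 also: plate controls were DMSO wells for no effect and 5 µM unlabelled arrestin peptide for full effect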
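system = GST-tagged AP2 beta2-adaptin appendage (R879A) on 4 µm glutathione beads | reagent = FITC-labelled arrestin peptide probe, 50 nM final | schedule = compound with beads 12 min RT, then probe 1 h RT | signal = HyperCyt-sampled flow cytometry, FL1 channel, ex 488/em 535 nm | read-out = percent response from loss of bead-bound FITC fluorescence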
V-ATPase pH: yeast V-ATPase proton transport regulation by pHLuorin. response, % at 10 µM. AID 504577. S. cerevisiae, pHLuorin cytosolic pH fluorescence. 0.37% of 350,000 active; in the data active = response mostly above about 7.3%, no sharp cut-off; inactive = mostly below about 5.4%; also: actives read high; inactives centre near 0; some compounds called inactive have numbers as strong as hits; reference of the scale not given here
OPRM1-OPRD1 ag: OPRM1-OPRD1 heterodimerization agonism | P35372+P41143 | cells, luminescence | activation, % at 9.3 µM | 0.3% of 340,000 active | AID 504326; in the data active = activation above about 18%;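 also: 0% = vehicle-treated cells and 100% = reference agonist; values of inactives mirror those of a sister screen read the other way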
Cardiac RTF inh: cardiac RTF calcium desensitization; P19429+P45379; IANBD-labeled cardiac RTF, Ca2+ fluorescence; inhibition, % at 7.15 µM; 0.12% of 340,000 active;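 active = inhibition above the mean inhibition of all tested compounds plus 3 SD, cut at about 17% in these data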;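 also: assay run at fixed EC70 calcium of 1.6 mM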
Wnt act: activators of Wnt/beta-catenin signaling. Wnt/beta-catenin reporter cell assay, activator, plate reader. activation, % at 9.35 µM. 1.2% of 300,000 active; in the data active = activation above about 30%, passing the limit was not always enough;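 also: 0% = neutral control wells and 100% = positive control wells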
* = called active by the depositor; / = not tested or not shown. Random draw from the library. About 3.1% of those tested had a hit in this group.

SMILES | Keap1-Nrf2 PPI | MOR-DOR inv ag | Pemphigus Ab inh | cardiac RTF act | C-LANA FP | Arrestin-AP2 inh | V-ATPase pH | OPRM1-OPRD1 ag | Cardiac RTF inh | Wnt act
O=C(CN1CCN(Cc2ccc(F)cc2)CC1)NCc1ccccc1 | -3 | 6 | 102 | -2 | -1.2 | -8 | -2 | -1.1 | -2 | 5
CC(C)CCCC(C)CCOC(=O)CN1CCCC1 (centres undefined) | 1 | 4 | / | -1 | -1.2 | 2 | 5 | -0.9 | 5 | 1
Cc1ccc(C)c(C(=O)CN2C(=O)NC3(CCc4ccccc43)C2=O)c1 (centres undefined) | -3 | 14 | / | 0 | 2.2 | -1 | -1 | -3.4 | -5 | -1
CC(C)(C)OC(=O)NC(Cc1ccccc1)C(=O)NCCCC(=O)O (centres undefined) | -1 | 6 | 94 | 9 | -1.1 | -6 | -1 | -1.2 | -14 | -2
COc1ccccc1/C=C/C(=O)OCC(=O)N1CCN(S(=O)(=O)c2ccc(C)cc2C)CC1 | 6 | 3 | 100 | -6 | 0.9 | -4 | -4 | -0.4 | -1 | 1
O=C1CN(C(=O)c2ccccc2F)C(c2ccc(F)cc2)c2cc(Br)ccc2N1 (centres undefined) | 0 | -7 | 89 | -4 | -1.6 | 4 | -2 | 1.3 | -7 | -2
Cc1cc(NC(=O)CSc2cn(C)c3ccccc23)no1 | -4 | -1 | 101 | 3 | 0.9 | 12 | 5 | 0.1 | 3 | 1
CN(C)CCN(C(=O)C1CCN(S(=O)(=O)c2cccs2)CC1)c1nc2ccccc2s1 | -2 | 0 | 109 | 10 | -1.5 | 44 | 6 | 0.0 | -9 | -2
COC(=O)N/N=C/c1cccs1 | 1 | 7 | 101 | 4 | -0.6 | 27 | 0 | -1.5 | -9 | -2
CN1CCN(C(=S)Nc2cccc(S(=O)(=O)N(C)C)c2)CC1 | -4 | 0 | 101 | -2 | 1.4 | -11 | 0 | 0.1 | -1 | -1
COc1ccc(C2=NN(C(=O)CCC(=O)O)C(c3ccccc3F)C2)cc1 (centres undefined) | -2 | 9 | 112 | 4 | -0.1 | -5 | 0 | -1.6 | -1 | 0
O=C(Nc1c(C(=O)NCc2ccco2)cnn1-c1ccccc1)c1cccc(F)c1 | 2 | 16 | 106 | -3 | -0.8 | 29 | -2 | -3.6 | -4 | /
Cc1cccc(OCCCn2c(CCNC(=O)C(C)C)nc3ccccc32)c1 | -2 | 7 | 107 | 1 | 0.2 | -6 | -4 | -1.2 | 4 | /
Cc1ccc(Oc2nccc(-c3ccc(Cl)cc3)n2)cc1 | 2 | -7 | 103 | 5 | -0.1 | 45 | -5 | 1.3 | 4 | /
CCOC(=O)C1=C(CSc2nc3c(cc2C#N)CCC3)OC(N)=C(C#N)C1c1ccccc1 (centres undefined) | -5 | 13 | 120 | -7 | -1.6 | -2 | 3 | -2.2 | -10 | /
O=C(N/N=C/c1ccco1)C1CC(=O)N(c2ccccc2)C1 (centres undefined) | 0 | -10 | 102 | -7 | -0.3 | 0 | -1 | 1.4 | 7 | -2
O=C(CN1CCC(NC(=O)c2ccccc2Cl)CC1)NCc1ccco1 | -4 | 7 | 96 | 0 | -1.6 | -3 | 3 | -0.9 | -12 | 0
Cc1cccc(C2=N/C(=C\c3cccs3)C(=O)O2)c1 | 0 | 2 | 102 | 12 | 3.3 | 29 | -6 | -0.5 | -7 | -1
CCn1c(C)c(C(=O)c2ccccc2)c(C#N)c1C(=O)O | 2 | 10 | 95 | -2 | -0.4 | -19 | -1 | -2.2 | -8 | 4
CCn1c(SCC(=O)Nc2nc(-c3ccc(C)cc3)cs2)nnc1-c1ccccc1O | -1 | -26 | 105 | -3 | -0.8 | 2 | 0 | 6.3 | 6 | -1
COc1ccc(NS(=O)(=O)c2cccc(C(=O)OCC(=O)NC3CC3)c2)cc1 | 1 | 18 | 102 | -1 | 0.7 | 6 | -2 | -3.5 | 9 | 0
O=P(O)(Cc1ccccc1)Cc1ccccc1 | -2 | 10 | 115 | 4 | -1.8 | 1 | 0 | -1.9 | -5 | 1
Cc1cccn2c(=O)c(/C=C(\C#N)C(=O)NCc3ccco3)c(N3CCCCCC3)nc12 | / | / | 106 | / | / | -2 | -1 | / | / | -1
CCCn1c(=O)c(C(=O)NCc2ccccc2)c(O)c2ccccc21 | -2 | -4 | 96 | -1 | 3.0 | 2 | 2 | 0.9 | 2 | -1
C=CCN(CC=C)CCOc1cccc2ccccc12 | -1 | -12 | 85 | -3 | -0.6 | 36 | -4 | 2.4 | -4 | -1

Full records from above.
O=C1CN(C(=O)c2ccccc2F)C(c2ccc(F)cc2)c2cc(Br)ccc2N1 (centres undefined) is listed as Keap1-Nrf2 PPI: 0; MOR-DOR inv ag: -7; Pemphigus Ab inh: 89; cardiac RTF act: -4; C-LANA FP: -1.6; Arrestin-AP2 inh: 4; V-ATPase pH: -2; OPRM1-OPRD1 ag: 1.3; Cardiac RTF inh: -7; Wnt act: -2
CC(C)CCCC(C)CCOC(=O)CN1CCCC1 (centres undefined) is listed as Keap1-Nrf2 PPI: 1; MOR-DOR inv ag: 4; Pemphigus Ab inh: /; cardiac RTF act: -1; C-LANA FP: -1.2; Arrestin-AP2 inh: 2; V-ATPase pH: 5; OPRM1-OPRD1 ag: -0.9; Cardiac RTF inh: 5; Wnt act: 1
O=C(CN1CCC(NC(=O)c2ccccc2Cl)CC1)NCc1ccco1 is listed as Keap1-Nrf2 PPI: -4; MOR-DOR inv ag: 7; Pemphigus Ab inh: 96; cardiac RTF act: 0; C-LANA FP: -1.6; Arrestin-AP2 inh: -3; V-ATPase pH: 3; OPRM1-OPRD1 ag: -0.9; Cardiac RTF inh: -12; Wnt act: 0

Remaining list, next part.
SMILES | Keap1-Nrf2 PPI | MOR-DOR inv ag | Pemphigus Ab inh | cardiac RTF act | C-LANA FP | Arrestin-AP2 inh | V-ATPase pH | OPRM1-OPRD1 ag | Cardiac RTF inh | Wnt act
Cc1cccc(-n2ncc3c2CCCC3NC(=O)CCN2CCCO2)c1C (centres undefined) | -4 | 12 | 110 | -2 | -0.5 | 19 | 2 | -2.1 | -6 | 3
Cc1ccc(-n2c(O)c(C=NC3CCS(=O)(=O)C3)c3ccccc3c2=O)c(C)c1 (centres undefined) | -1 | 8 | 112 | 6 | -0.7 | -3 | 5 | -1.6 | 0 | -1
COc1cc(OC)cc(-c2sc3ccc(OC)cc3c2C#CCO)c1 | -3 | -11 | / | 4 | 0.1 | -12 | -2 | 2.0 | -4 | -1
Cc1ccc(NC(=O)CC(C)S(=O)(=O)c2ccc3c(c2)NC(=O)CO3)cc1C (centres undefined) | -1 | -7 | 105 | -5 | 0.9 | -4 | 1 | 1.4 | -2 | 2
CC(C)CCn1c(SCC(=O)c2ccccc2)nc2c1c(=O)[nH]c(=O)n2C | -2 | -8 | 105 | -3 | 0.2 | -2 | 4 | 1.4 | 2 | /
CC(C)(C)c1ccc(OCc2ccc(C(=O)N3CCOCC3)o2)cc1 | 1 | -3 | 84 | -2 | -1.2 | -1 | 0 | 0.5 | -4 | 28
Cc1cc(C(=O)C(C)OC(=O)c2ccc(NC(=O)CC#N)cc2)c(C)n1-c1ccccc1 (centres undefined) | -4 | -4 | 101 | -14 | -3.8 | 5 | -5 | 0.8 | -11 | -6
Cc1ccsc1CNn1cnnc1SCc1ccccc1F | -2 | 16 | 94 | -2 | -0.7 | 18 | -5 | -3.0 | -4 | /
CCOc1ccccc1OCCCC(=O)NNC(=O)c1ccc(F)cc1 | -6 | 9 | 142 | 2 | -3.2 | 6 | 1 | -1.6 | 7 | 4
COc1ccc(CCNc2c3ccccc3nc3ccccc23)cc1OC | 6 | -2 | 102 | 3 | -2.4 | 9 | -2 | 0.3 | -1 | -21
N#C/C(=N\Nc1c(Cl)cccc1Cl)C(=O)NN | -7 | 4 | / | 5 | -1.5 | -3 | -1 | -0.7 | 6 | 0
C#Cc1ccc(C(=O)NCc2ccc(N3CCCC3=O)cc2)cc1 | 0 | 12 | 98 | 5 | 0.5 | -5 | -2 | -2.4 | 0 | -2
COc1nccnc1NS(=O)(=O)c1ccc(NC(=S)NC(=O)c2ccccc2)cc1 | -2 | 9 | 104 | -6 | 0.4 | 2 | -1 | -2.1 | -11 | /
CCC(C)C(=O)N1CCc2cc(-c3csc(N)n3)ccc21 (centres undefined) | -7 | 1 | / | -3 | -1.5 | 14 | -2 | -0.2 | 3 | /
O=C(Nc1ccccc1C(=O)N/N=C/c1ccco1)c1ccccc1 | 2 | 17 | 99 | -1 | 0.0 | -7 | -1 | -3.2 | 1 | -1
CCOCCCNC(=S)N1CCN(c2nc(-c3ccc(F)cc3)cs2)CC1 | 0 | -14 | 89 | -4 | -0.2 | -20 | -4 | 2.8 | 2 | -8
O=[N+]([O-])c1cccnc1N1CCN(c2ccccc2F)CC1 | -1 | -7 | / | 6 | -0.2 | 46 | 0 | 1.6 | 5 | 3
COc1ccccc1-n1cnc2sc(C)c(C)c2c1=O | 0 | 18 | 88 | -3 | -1.8 | 36 | -2 | -4.0 | 1 | 2
Cc1oc(-c2cc(F)ccc2F)nc1CN(C)Cc1ccc2nccnc2c1 | 1 | 3 | 100 | 4 | -1.4 | 5 | 2 | -0.6 | -4 | -1
COc1ccccc1C/C(N)=N/OC(=O)COc1cccc(C)c1 | 0 | -16 | 100 | 2 | 1.0 | 24 | -3 | 3.1 | -33 | -2
CC(=O)c1sc(Nc2ccc(C)cc2)nc1C | -4 | 3 | 99 | 1 | -0.1 | 1 | 0 | -0.6 | -20 | -1
FC(F)Oc1cccc(NC(=S)N2CCN(c3ccccn3)CC2)c1 | -5 | -14 | 101 | -1 | -2.0 | -6 | 2 | 2.0 | 2 | -2
O=C(COC(=O)c1n[nH]c2ccccc12)Nc1ccccc1Br | -4 | -7 | 95 | -1 | -1.3 | -1 | 3 | 1.4 | -6 | 8
Cc1ccc(NC(=O)[C@H](C)NC(=O)C2CCN(C(=O)[C@@H](N)CC(C)C)CC2)cc1 | -2 | -3 | 102 | -2 | 6.0 | 6 | 5 | 0.5 | -2 | 2
CC1(C)CC(=O)c2cc(C(=O)NC3CCSC3=O)c(=O)n(-c3ccc(Cl)cc3)c2C1 (centres undefined) | 0 | 21 | / | 1 | -0.2 | 21 | -5 | -4.0 | -4 | -3
Oc1ccc2ccccc2c1/C=N/Nc1nnc(-c2ncc[nH]2)c2ccccc12 | 0 | -26 | 97 | 5 | 0.3 | 7 | 3 | 5.3 | -12 | /
NC(=O)C1CCN(C(=O)CSc2nc3ccccc3s2)CC1 | 0 | 0 | 75 | 0 | -0.2 | 52 | 1 | 0.0 | -5 | 0
O=C(Cc1cccc(NC(=O)C2CCN(C(=O)C3CC3)CC2)c1)Nc1cccc(C(=O)N2CCCC2)c1 | 0 | 13 | 100 | 2 | -1.4 | 24 | 2 | -2.3 | 5 | 18
CCCc1nc2oc3c(NCCCN(C)C)ncnc3c2c2c1CCCC2 | -1 | / | 103 | / | -2.1 | -3 | -1 | / | / | -1
Cc1sc2nc(COC(=O)c3ccc(Cl)c(N)c3)[nH]c(=O)c2c1C | 0 | -21 | 96 | 0 | -1.0 | 4 | -3 | 4.0 | 1 | 0
